# Compound activity deposited in PubChem by NMMLSC.
# Autofluor Jurkat: compound fluoresces in Jurkat cells, VLA-4 screen interference; fluorescence ratio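 (tested at 10 µM compound in the well)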; 24,000 compounds, 0.61% hits; compound autofluorescence, flow cytometry; stronger effect = higher value; 1 = vehicle-only cell background;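 active = fluorescence ratio above 2.44, which is 1 plus 3 SD of all ratios; inconclusive = signal too bright to measure linearly, ratio around 10 or more; inactive = fluorescence ratio below 2.44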;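 note: green fluorescence of cells measured with 488 nm excitation and 530 nm emission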
# VLA-4 antagonist: inhibition of LDV-FITC ligand binding to human VLA-4 integrin; P13612; Jurkat cells, LDV-FITC binding with Mn2+, flow cytometry; 100% = Mn2+-driven binding gain fully reversed; inhibition, % at 10 µM (by protocol); 24,000 compounds, 0.2% hits; AID 529;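 active = inhibition above 50%; inconclusive = compound itself fluorescent, judged against control cell fluorescence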;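 note: 0% = Mn2+ stimulated cells lacking compound and 100% = ligand binding without Mn2+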
# Target sequence (P13612 whole entry, looked up): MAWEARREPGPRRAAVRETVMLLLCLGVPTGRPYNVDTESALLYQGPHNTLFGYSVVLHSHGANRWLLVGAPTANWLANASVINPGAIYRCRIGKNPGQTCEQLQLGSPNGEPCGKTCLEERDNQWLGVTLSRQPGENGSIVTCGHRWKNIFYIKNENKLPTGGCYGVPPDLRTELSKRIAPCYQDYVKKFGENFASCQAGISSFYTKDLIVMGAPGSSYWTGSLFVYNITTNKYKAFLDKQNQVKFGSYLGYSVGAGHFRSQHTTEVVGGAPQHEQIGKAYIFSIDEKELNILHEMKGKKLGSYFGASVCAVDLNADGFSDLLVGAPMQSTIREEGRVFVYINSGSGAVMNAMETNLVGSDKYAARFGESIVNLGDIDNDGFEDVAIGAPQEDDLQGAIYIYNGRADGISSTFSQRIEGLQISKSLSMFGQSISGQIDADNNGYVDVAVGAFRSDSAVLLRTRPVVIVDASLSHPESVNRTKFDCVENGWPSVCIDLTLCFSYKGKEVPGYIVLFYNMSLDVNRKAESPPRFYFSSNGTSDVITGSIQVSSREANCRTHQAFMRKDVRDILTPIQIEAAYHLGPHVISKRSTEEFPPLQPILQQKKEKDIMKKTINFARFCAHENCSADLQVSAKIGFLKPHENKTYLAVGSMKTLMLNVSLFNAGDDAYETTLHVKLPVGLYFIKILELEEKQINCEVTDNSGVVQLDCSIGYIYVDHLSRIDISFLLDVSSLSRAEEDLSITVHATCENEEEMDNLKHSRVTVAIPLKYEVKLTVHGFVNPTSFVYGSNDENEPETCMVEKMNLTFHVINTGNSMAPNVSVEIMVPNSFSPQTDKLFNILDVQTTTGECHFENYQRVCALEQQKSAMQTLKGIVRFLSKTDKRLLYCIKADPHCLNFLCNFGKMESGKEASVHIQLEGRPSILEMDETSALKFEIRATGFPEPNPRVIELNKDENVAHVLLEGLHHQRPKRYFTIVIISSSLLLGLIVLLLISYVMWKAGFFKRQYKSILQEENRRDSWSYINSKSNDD
# Prostate diff: activators of LNCaP prostate cell differentiation. flow cytometry side scatter, 4 d. side scatter shift, % at 10 µM. 24,000 compounds, 0.56% hits;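 active = side scatter shift above 30%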;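 note: androgen-responsive LNCaP prostate cancer cells in charcoal-stripped serum medium; percent of cells past a gate set so DMSO wells show 10% shift; higher shift means more granular cells and more differentiation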
# VLA-4 allo ag: allosterically activates the human VLA-4 integrin; P13612; Jurkat cells, LDV-FITC binding, flow cytometry; activation, % at 10 µM (by protocol); 24,000 tested, under 10 active; AID 528;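 active = fluorescent ligand binding to cells raised by more than 40% of the manganese-induced maximum; inconclusive = compound's own fluorescence above 85% of the ligand control signal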;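 note: 0% = ligand binding without compound and 100% = manganese-stimulated maximal binding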
# Starred values were filed as active, the others as inactive; ? = inconclusive; / = no result given. An excerpt; the hit share may differ from the screen's.
no.	molecule	Autofluor Jurkat	VLA-4 antagonist	Prostate diff	VLA-4 allo ag
1	CCN1CCN(CCCNC(=O)C2c3ccccc3C(=O)N(C)C2c2ccc(OC)cc2)CC1 (configuration not stated)	1	-2	6	2
2	CC(C)(C)n1ncc2c(=O)n(Cc3ccc(Cl)cc3Cl)cnc21	1	23	13	-8
3	CC12CC(NC(=O)N1CCc1ccccc1)c1cc(Cl)ccc1O2 (configuration not stated)	0.94	-7	4	-3
4	CCN(CC)S(=O)(=O)N1CCC(C(=O)NCC2COc3ccccc3O2)CC1 (configuration not stated)	1.1	?	12	-6
5	O=C(Nc1ccc(N2CCN(Cc3ccccc3Cl)CC2)cc1)c1cccnc1	1.1	?	4	?
6	CC(C)C(NS(=O)(=O)c1cccs1)C(=O)N1CCc2ccccc2C1 (configuration not stated)	1.1	-12	5	1
7	O=C(CSc1nc(-c2ccccc2Cl)ns1)NCc1ccco1	1	8	5	2
8	CN=C(Nc1cc(C)nn1-c1ccccc1)c1ccccc1	1	-10	8	6
9	O=C(Cn1ccc2ccccc2c1=O)Nc1ccc2c(c1)OCO2	1.1	-10	11	-1
10	CCc1nn(CC(=O)NCCCN(Cc2ccccc2)C(C)C)c(=O)c2cc3sccc3n12	1.1	-24	1	-1
11	Cc1cc(C)n(-c2nc3sc4c(c3c3nnc(SC(C)C)n23)CC(C)(C)OC4)n1	1.1	-4	6	14
12	CSc1ccccc1N=CC1=C(O)CC(C)(C)CC1=O	1	-35	1	0
13	CCCCNC(=O)CS(=O)Cc1nc(-c2ccc(C)cc2)oc1C (configuration not stated)	0.99	-3	6	3
14	O=C(O)CCC(=O)Nc1ccc(-c2nnc(-c3ccco3)o2)cc1	1	-27	3	2
15	O=C(COC(=O)c1ccccc1C(=O)c1ccccc1)c1ccco1	1.1	2	7	2
16	O=C(Cn1ncc2c1-c1ccccc1OC2)N1CCN(c2ccccn2)CC1	0.99	-3	13	3
17	O=C(NCCN1CCN(c2ccccc2F)CC1)C1CCCN(S(=O)(=O)c2cnc[nH]2)C1 (configuration not stated)	1.1	-10	6	-6
18	Cc1ccc(N2CCN(C(=S)c3ccc(N(C)C)cc3)CC2)cc1	3.5*	?	7	?
19	COc1ccccc1NC(=O)c1cn(C)c(=O)c2cc(OC)c(OC)cc12	1.1	?	5	?
20	CC(C)c1nc(NCC2CCCO2)c(C#N)c2c1COC(C)(C)C2 (configuration not stated)	1	-3	17	0
21	Cc1ccc(NC(=O)C2CC(c3ccc(F)cc3)=NO2)cc1 (configuration not stated)	0.95	6	7	3
22	CCOC(=O)C(CC)Sc1ncnc2c1nnn2-c1ccc(F)cc1 (configuration not stated)	1	14	9	-5
23	O=C(O)c1ccc(-n2nnnc2SCc2ccccc2F)cc1	1.1	-22	2	-1
24	CCCCN1C(=O)CN(CCc2ccccc2)C(=O)C1c1ccc(OC)cc1 (configuration not stated)	1.1	-64	6	-4
25	CC(=O)OCC(=O)[C@@]12OC(C)(C)O[C@@H]1C[C@H]1[C@@H]3C[C@H](F)C4=CC(=O)C=C[C@]4(C)[C@@]3(F)[C@@H](O)C[C@@]12C	1	-4	4	-7
26	COc1ccc(C(=O)OCC(=O)NCc2ccco2)cc1OC	0.95	-25	3	-4
27	CN(C)S(=O)(=O)n1cnc(-c2ccccc2)c1-c1ccccc1	1.1	-16	17	-2
28	C=COC(=O)CSc1snc(SCC(=O)OC)c1C#N	1.1	-13	12	-6
29	CCOc1ccc(N(CC(=O)NC2CCCC2)S(=O)(=O)c2c(C)[nH]c(=O)[nH]c2=O)cc1	1	-4	3	1
30	CCN(CC)CCCNC(=O)Cc1c(C(=O)O)n(C)c2ccccc12	0.99	10	13	1
31	COc1cc(NC(=O)c2cc(C)on2)cc(OC)c1OC	0.91	5	5	3
32	Cc1ccccc1CN1CCN(CC(=O)NCc2ccccn2)C1=O	1.1	-6	14	-2
33	COc1cc(Br)cc(CN2CCN(C/C=C/c3ccccc3)CC2)c1O	1.1	8	11	-8
34	CC(=O)Nc1cccc(NC(=O)CSc2nnc(Cc3cccn3C)n2CCc2ccccc2)c1	1.1	-2	13	-6
35	CCOC(=O)N1CCN(S(=O)(=O)c2cc(Br)cc3c2N(C(=O)C2CC2)CC3)CC1	1.1	-20	3	-5
36	COc1ccc(S(=O)(=O)N2CCC(C(=O)Nc3ccccc3C)CC2)c2cccnc12	0.95	3	12	1
37	CN(C)c1cccc2c(S(=O)(=O)Nc3ccccn3)cccc12	1	-12	2	-8
38	COc1cccc(-n2nnc3c(=O)n(CC(=O)N4CCC(Cc5ccccc5)CC4)cnc32)c1	1.1	74*	12	-5
39	CCN(CCCNC(=O)C1CCCN(S(=O)(=O)CC)C1)c1cccc(C)c1 (configuration not stated)	1	10	3	-6
40	CC(=O)CC1OC(=O)C(Br)=C1NCc1ccccc1 (configuration not stated)	1.1	?	12	?

# Some of these compounds in order of SMILES length, falling:
no.	molecule	Autofluor Jurkat	VLA-4 antagonist	Prostate diff	VLA-4 allo ag
36	COc1ccc(S(=O)(=O)N2CCC(C(=O)Nc3ccccc3C)CC2)c2cccnc12	0.95	3	12	1
37	CN(C)c1cccc2c(S(=O)(=O)Nc3ccccn3)cccc12	1	-12	2	-8
32	Cc1ccccc1CN1CCN(CC(=O)NCc2ccccn2)C1=O	1.1	-6	14	-2

# Later entries.
no.	molecule	Autofluor Jurkat	VLA-4 antagonist	Prostate diff	VLA-4 allo ag
41	CCOC(=O)C1=C(C)N=C2SC(C)C(=O)N2C1c1ccc(OC(C)=O)c(OCC)c1 (configuration not stated)	1	1	2	-1
42	COc1ccc(OC)c(NC(=O)C2CCN(S(=O)(=O)c3cccs3)CC2)c1	1	-6	2	3
43	O=C(c1cc2cc(Cl)cc(Cl)c2oc1=O)N1CCOCC1	0.97	-19	12	4
44	COc1ccc(-c2nc(C3CCCCC3)no2)cc1OC	1	-12	17	5
45	CCCn1c(=O)c2ccccc2n2c(SCc3cc(=O)n4ccsc4n3)nnc12	1.3	?	17	?
46	O=C(O)Cc1ccc(-c2ccccc2)cc1	1	-15	2	-2
47	CCOC(=O)N1CCN(C(=O)c2ccc(S(=O)(=O)c3ccc(C)cc3)c(NC(C)=O)c2)CC1	1.1	-22	8	4
48	CCOC(=O)c1sc2nc(N3CCCC3)c3c(c2c1N)CC(C)(C)OC3	0.94	-26	4	10
49	COc1ccc(/C(O)=C2/C(=O)C(=O)N(CC3CCCO3)C2c2cccc(OC)c2)cc1 (configuration not stated)	0.96	-10	5	0
50	Cc1ccc(S(=O)(=O)NC(CC(=O)NCC2CCCO2)c2ccco2)cc1 (configuration not stated)	1.1	-4	12	1
51	Cc1ccc(C(=O)N2CCN(C(=O)c3ccc(C)c(C)c3)C(C)C2)cc1C (configuration not stated)	1	-10	8	1
52	CC(=O)c1ccc(N2CCN(C(=O)c3cc4c(=O)n(C)c5ccccc5c4n3C)CC2)cc1	0.99	-2	10	11
53	Cc1onc(-c2ccccc2Cl)c1C(=O)N(C)C1CCCCC1	1.2	?	/	?
54	COc1ccc(N2CCN(c3ccc(NC(=O)c4ccc5c(c4)OCO5)cc3C#N)CC2)cc1	0.92	17	2	-5
55	O=C1C(c2ccc(F)cc2)N(Cc2ccc3c(c2)OCO3)C(=O)CN1C1CCCC1 (configuration not stated)	1	1	11	-1
56	COc1cccc(C2N(c3ccc(Cl)cc3)C(=O)C3CCCN32)c1 (configuration not stated)	1.1	?	4	?
57	COC(=O)C1=C(N)OC2=C(C(=O)CCC2)C1c1cccs1 (configuration not stated)	0.95	12	10	-2
58	Cn1c2c(c(=O)n(C)c1=O)C(CC(=O)Nc1ccccc1)C(=O)N2 (configuration not stated)	1.3	-4	11	-8
59	CCc1ccccc1NS(=O)(=O)c1ccc2[nH]cc(C(=O)NCC3CCCO3)c(=O)c2c1 (configuration not stated)	1.7	?	8	?
60	O=C(NCCN1CCOCC1)c1cc(-c2cccs2)on1	0.89	-2	15	10
61	CCOC(=O)c1sc2nc(SCC#N)n(CC3CCCO3)c(=O)c2c1C (configuration not stated)	1.1	-5	4	-1
62	O=C(NCc1cccnc1)c1ccc2c(c1)OCO2	1.1	?	6	?
63	OC(CCCN1CCC(O)(c2ccc(Cl)cc2)CC1)c1ccc(F)cc1 (configuration not stated)	1	-12	4	4
64	O=c1[nH]c(=O)n(CCOc2ccc(Cl)cc2)cc1Br	1	-3	9	1
65	CCOC(=O)CS(=O)(=O)c1nc(-c2ccccc2)cc(C(F)(F)F)n1	1.3	-51	21	0
66	CCc1cc2c(=O)c(-c3nc4ccccc4[nH]3)coc2c(CN2CCCC(C)C2)c1O (configuration not stated)	1.2	?	3	?
67	CCC(C)Oc1ccccc1C1CC(=O)NC2=C1C(=O)CCC2 (configuration not stated)	0.99	-23	14	6
68	O=C(NCCC1=CCCCC1)C1CCCN(S(=O)(=O)c2cnc[nH]2)C1 (configuration not stated)	1.1	11	10	-7
69	COc1cc(C2C3=C(CC(C)(C)CC3=O)Nc3c2c(=O)[nH]c(=O)n3Cc2ccccc2)ccc1O (configuration not stated)	1.1	-27	16	5
70	COc1ccc(N(CC(=O)N2CC=C(c3ccccc3)CC2)S(=O)(=O)c2c(C)noc2C)cc1	1.1	11	4	-4
71	Cc1cc(Cl)cc2c1NC(=O)[C@]21[C@@H]2C(=O)N(Cc3ccccc3)C(=O)[C@@H]2[C@@H]2CCCN21	1	-5	15	1
72	CCN1CCCC1CNC(=O)Cn1cccc1C(=O)c1ccccc1 (configuration not stated)	0.99	-13	1	-11
73	Cc1oc2c(CN3CCOCC3)c(O)ccc2c(=O)c1-c1ccc(Br)cc1	0.95	-18	6	3
74	Cc1nn(-c2ccccc2)c(OC(=O)c2cccs2)c1S(=O)(=O)c1ccccc1	0.88	-8	6	3
75	COCCOC(=O)C1=C(C)N=C2SCCC(=O)N2C1c1cccc(Br)c1 (configuration not stated)	1.1	12	0	-9
76	O=C(CN1CCSCC1)N1CCc2[nH]c3ccc(Br)cc3c2C1	1.1	6	6	-3
77	COc1ccc(-c2nnc(SCC(=O)NC3CCCCC3)o2)cc1OC	1.1	-3	19	-1
78	O=C(NCC(=O)N1CCC(N2CCCCC2)CC1)C1CCCCC1	0.97	-19	7	4
79	O=C(c1cccc2c1C(=O)N(Cc1cccnc1)C2)N1CCN(c2ccccc2)CC1	1	1	6	-2
80	COC(=O)Nc1sccc1C(=O)Nc1sccc1C(=O)OC	2.2	?	32*	?

# Compound profiles, from the list above. Screens in order: Autofluor Jurkat	VLA-4 antagonist	Prostate diff	VLA-4 allo ag
# COc1ccc(/C(O)=C2/C(=O)C(=O)N(CC3CCCO3)C2c2cccc(OC)c2)cc1 (configuration not stated) in the list: 0.96	-10	5	0
# COC(=O)Nc1sccc1C(=O)Nc1sccc1C(=O)OC in the list: 2.2	?	32*	?

# The list goes on.
no.	molecule	Autofluor Jurkat	VLA-4 antagonist	Prostate diff	VLA-4 allo ag
81	N#Cc1c(SCC(N)=O)nsc1SCc1ccccc1Cl	1.1	29	4	-1
82	CC(C)(CO)NC(=O)CCCOc1ccc(Cl)cc1Cl	1.1	-16	12	-4
83	CCOC(=O)CN1CC23C=CC(O2)C(C(=O)Nc2ccc4c(c2)OCO4)C3C1=O (configuration not stated)	1	-13	4	4
84	COc1ccccc1NC(=O)CN(c1ccc(C)cc1)S(=O)(=O)c1c(C)n[nH]c1C	0.95	-6	16	-5
85	O=C(N1CCOCC1)C(F)(F)C(=O)N1CCOCC1	0.94	-12	9	3
86	Cc1noc(C)c1S(=O)(=O)Nc1ccc(C(=O)NC2CCCCC2)cc1	3*	?	4	?
87	O=C(c1ccco1)N1c2ccccc2Sc2ccccc21	1	31	4	-2
88	Cc1ccc(S(=O)(=O)NC(CN2CCOCC2)=NCCNS(=O)(=O)c2ccccc2)cc1	1.1	5	12	-9
89	O=C1c2ccccc2C(=O)N1Cc1nc2ccccc2c(=O)n1CCN1CCOCC1	0.97	8	3	-2
90	COC(=O)C1=C(C)NC2=C(C(=O)CCC2)C1c1coc2ccccc2c1=O (configuration not stated)	1	-6	5	-6
91	Cc1cc(C)nc(SC2=CS(=O)(=O)c3ccccc32)n1	1.1	-10	14	-4
92	COc1cccc(C(CC(=O)NCC2CCCO2)NS(=O)(=O)c2ccc(C)cc2)c1OC (configuration not stated)	1	7	9	4
93	CC1CCCC(C)N1CCNC(=O)Cn1nc(-c2ccccc2)ccc1=O (configuration not stated)	1.1	-5	2	-3
94	CCOC(=O)c1c(-c2ccccc2)c(C(C)=O)c(=O)n(C)c1C	1.1	-15	11	0
95	COc1ccc(NS(=O)(=O)c2ccc3c(c2)oc(=O)n3C)c(OC)c1	1	-4	7	2
96	COc1cccc(OC)c1OCCNCCO	0.94	-18	7	-3
97	CCOC(=O)N1CCN(c2c(NCCCOC(C)C)c(=O)c2=O)CC1	0.9	-8	8	-5
98	O=C(CCCCCNc1nc(=S)[nH]c2ccccc12)N1CCN(c2ccccn2)CC1	1.1	13	3	-8
99	COc1ccccc1N(CN1CCCC1=O)C(=O)COc1ccccc1	0.96	12	12	5
100	COc1ccc(C)cc1-n1nnnc1SCC(=O)NC(=O)NCc1ccco1	0.99	4	24	-4
